Rad51 HR inh: Rad51 (human) homologous recombination inhibition | Q06609 | hRad51 DNA strand exchange, fluorescence dequenching | inhibition, % at 10 µM | 200,000 compounds, 0.085% hits;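 active = inhibition above 40% at the single screening dose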;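 note: 0% = DMSO control wells and 100% = blanks with heterologous ssDNA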
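Material: hRad51 filaments on single-stranded DNA; Reagent: Donor/quencher-labelled 47-bp dsDNA substrate; Compound: 10 µM final, single point; Schedule: 37 °C 15-min filament assembly, 30-min compound preincubation, 15-min exchange; Technique: FRET fluorescence, excitation 485 nm, emission 520 nm; Benchmarks: control wells and blank wells on each plate.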
Thrombin inh: blocks human thrombin protease activity; P00734; alpha-thrombin, Boc-VPR-AMC fluorogenic substrate cleavage; inhibition, % at 5 µM; 220,000 compounds, 0.26% hits; AID 1046;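 active = inhibition at or above 40%; inactive = inhibition below 40%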;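 note: 0% = enzyme with no compound and 100% = wells without enzyme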
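Test system: human alpha-thrombin protein / Dosing: one concentration per compound, 5 µM, with 0.2% DMSO / Medium: pH 7.5 Tris-saline with Tween 20 / Benchmarks: no-compound enzyme wells and no-enzyme blanks / Read-out basis: percent inhibition of thrombin substrate cleavage / Timing: reaction at room temperature / Measured by: fluorescence, ex 355 nm, em 460 nm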
FXIa inh: factor XIa (human) inhibition; P03951; purified FXIa, Boc-Glu-Ala-Arg-AMC fluorogenic substrate; inhibition, % at 5 µM; 220,000 compounds, 0.14% hits;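 active = inhibition of at least 40%; inactive = inhibition below 40%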;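 note: fluorescence of freed AMC excited at 355 nm; 0% = enzyme without compound and 100% = no enzyme blank; many of its hits are not listed in these tables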
Target sequence (P03951 19-387 limits assumed): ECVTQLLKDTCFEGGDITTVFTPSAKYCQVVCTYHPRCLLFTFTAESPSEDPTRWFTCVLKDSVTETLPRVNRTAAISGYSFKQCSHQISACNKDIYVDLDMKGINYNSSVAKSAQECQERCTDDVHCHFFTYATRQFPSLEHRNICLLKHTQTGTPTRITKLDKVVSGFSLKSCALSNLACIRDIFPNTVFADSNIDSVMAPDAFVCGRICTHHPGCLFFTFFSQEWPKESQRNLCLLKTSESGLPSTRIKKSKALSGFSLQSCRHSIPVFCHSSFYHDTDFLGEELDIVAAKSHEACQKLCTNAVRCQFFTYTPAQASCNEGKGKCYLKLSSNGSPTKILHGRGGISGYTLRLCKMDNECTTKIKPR
Target sequence (P03951 388-625 limits assumed): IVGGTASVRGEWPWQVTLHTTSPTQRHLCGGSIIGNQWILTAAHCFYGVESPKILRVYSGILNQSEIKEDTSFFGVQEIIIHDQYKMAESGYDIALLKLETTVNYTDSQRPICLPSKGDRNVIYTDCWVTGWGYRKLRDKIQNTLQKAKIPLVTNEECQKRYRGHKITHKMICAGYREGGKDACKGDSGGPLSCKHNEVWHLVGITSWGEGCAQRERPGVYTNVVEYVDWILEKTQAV
hK5 inh: blocks human kallikrein 5 protease activity. Q9Y337. inhibition, % at 5 µM. 210,000 compounds, 0.59% hits. recombinant hK5, fluorogenic AMC substrate cleavage;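 active = inhibition of 40% or more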;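 note: 0% = enzyme controls without compound and 100% = no-enzyme blanks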
Target sequence (Q9Y337 67-293 limits assumed): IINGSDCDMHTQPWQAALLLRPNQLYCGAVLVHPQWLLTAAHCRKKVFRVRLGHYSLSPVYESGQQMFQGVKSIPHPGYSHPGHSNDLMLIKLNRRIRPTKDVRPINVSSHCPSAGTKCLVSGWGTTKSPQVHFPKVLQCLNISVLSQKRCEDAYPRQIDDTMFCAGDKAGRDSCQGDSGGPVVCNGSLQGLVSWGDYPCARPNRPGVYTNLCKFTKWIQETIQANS
FXIIa inh 1536: inhibitors of human coagulation factor XIIa; P00748; purified FXIIa, Boc-QGR-AMC fluorogenic substrate, 2 h; inhibition, % at 5 µM; 220,000 compounds, 0.3% hits; in the data active = inhibition above about 40%;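 note: 0% = enzyme with no compound and 100% = blank without enzyme; many of its hits are not listed in these tables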
Furin inh: human furin inhibition | purified furin, fluorogenic substrate cleavage | inhibition, % at 30 µM | AID 463115 | 220,000 compounds, 0.061% hits; in the data active = inhibition above about 25%; note: inactives centre near -15
KCC2 mod: modulators of human KCC2 chloride dependent transport | Q9H2X9 | KCC2 cells, thallium flux FluoZin-2 fluorescence | B-score of Tl+ flux slope (higher = more flux/activation; lower = inhibition) at 10 µM | 190,000 compounds, 2.2% hits;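 active = thallium flux slope and its plate-corrected score both differing from the plate sample mean at a set confidence after two filtering rounds, in either direction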;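 note: slope of fluorescence scaled to starting intensity during 10 to 20 s after thallium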
PERK inhibitor: human PERK inhibition, primary cell-based screen; Q9NZJ5; CHO PERK-DD fusion, SEAP luminescence translation reporter; inhibition, % at 5.6 µM; 220,000 compounds, 0.17% hits;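 active = inhibition above the mean inhibition of all tested compounds plus 3 SD, set separately per screening campaign, cut at about 2.9% in these data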;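 note: PERK kinase domain activated by AP20187 dimerizer at 100 nM; 0% = DMSO with dimerizer and 100% = rapamycin at 8.4 µM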
m-calpain inh: blocks pig calpain II enzyme activity. 220,000 compounds, 0.37% hits. AID 1236. inhibition, % at 16 µM. purified calpain II, fluorogenic peptide substrate, 30 min;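 active = inhibition above about 50%, limit read from the data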
* hit, by the source's call; i = inactive; nt = not tested or not shown; [ ] = another dose, or the depositor's remark. These rows are one share of the data; the hit share may differ from the screen's.

SMILES	Rad51 HR inh	Thrombin inh	FXIa inh	hK5 inh	FXIIa inh 1536	Furin inh	KCC2 mod	PERK inhibitor	m-calpain inh
COc1cc(OC)c2c(O)c3c(c(-c4c5c(c(O)c6c(OC)cc(OC)cc46)CO[C@@H](C)[C@H]5O)c2c1)[C@H](O)[C@H](C)OC3	-17	2	4	3	10	-15	-1.6	0.2	26
Cc1ccc(C(OCC(C)(C)C[N+](C)(C)C)c2ccccc2)cc1 (stereo unspecified)	4	4	-6	-6	2	-20	-0.093	0.3	15
CC(NC(=O)Nn1cnnc1)(C(F)(F)F)C(F)(F)F	1	-5	-11	3	6	-16[20 µM]	nt	0.4	-6
CC1=CC(C)(C)Nc2ccc(OC(=O)C(C)N3C(=O)c4ccccc4C3=O)cc21 (stereo unspecified)	-2	2	-3	-4	15	-13[20 µM]	0.95	-1.1	i
O=C(CSc1ccccc1)Nc1ccc(C(=O)Nc2cccc(O)c2)cc1	nt	-6	-3	-4	7	-18	-0.47	-0.6	4
Cc1oncc1-c1csc(-c2ccccc2Cl)n1	-3	2	-6	-9	-1	-16	1.2	0.7	22
COc1cccc(C2=NOC(C(=O)Nc3cc(C)nn3-c3ccccc3)C2)c1OC (stereo unspecified)	7	-2	3	-6	-9	-23	-0.04	-0.4	-15
O=C(N/N=C/c1ccccc1O)/C(=C/c1ccccc1)CCO	-6	-4	8	-9	11	-11	-0.48	0.9	-7
COc1ccc2nc(SCC(=O)NCc3ccc4c(c3)OCO4)[nH]c2c1	5	0	7	-10	15	-13	nt	1.1	-4
CCOC(=O)C1CCCN(C(=O)c2c(-c3ccccc3Cl)noc2C)C1 (stereo unspecified)	1	0	9	2	8	-6	nt	-0.9	3
COc1ccc(CNC(=O)CN(CC2CCCO2)C(=O)CNS(=O)(=O)c2ccc(F)cc2)cc1 (stereo unspecified)	3	-3	0	12	9	-18	-0.14	0.2	2
O=C(Nc1ccc(Cl)cc1F)c1cc(S(=O)(=O)N2CCCCC2)ccc1F	nt	-8	-5	-14	2	-8	0.41	-0.6	11
O=[N+]([O-])c1ccc(N=Nc2ccc(O)cc2O)cc1	6	11	9	7	25	-7[20 µM]	-3	1.1	10
N/C(=N\OC(=O)Cc1ccccc1[N+](=O)[O-])c1ccncc1	-7	-3	-1	-19	8	-11	0.2	0.3	0
CCN1C(=O)/C(=C\c2ccc(F)cc2)N=C1SCC(=O)NCc1ccco1	-21	-3	7	-9	9	-16	0.24	0.8	-8
CCOC(=O)c1cc(C)n(-c2c(C)n(C)n(-c3ccccc3)c2=O)c1C	9	0	-1	-23	4	-24	-1	-0.3	7
O=S(=O)(N/N=C\c1ccc(-c2ccccc2Cl)o1)c1ccccc1	3	5	8	-6	18	-7[20 µM]	-2.2	0.4	-26
Cc1nc2ccccc2c(=O)n1NC(=O)COc1ccccc1	10	2	19	-3	24	-11	-0.23	0.9	12
CCN(CC)S(=O)(=O)c1ccc(N2CCCC2)c(NC(=O)Cc2ccc(OC)cc2)c1	5	-10	-4	-3	5	-18	-0.14	0.0	-21
O=C1c2cccnc2C(Nc2ccc(Br)cc2Br)N1Cc1cccs1 (stereo unspecified)	-2	-5	1	-1	8	-3	0.16	1.6	2

Three entries picked at random from those above:
SMILES	Rad51 HR inh	Thrombin inh	FXIa inh	hK5 inh	FXIIa inh 1536	Furin inh	KCC2 mod	PERK inhibitor	m-calpain inh
O=C1c2cccnc2C(Nc2ccc(Br)cc2Br)N1Cc1cccs1 (stereo unspecified)	-2	-5	1	-1	8	-3	0.16	1.6	2
CC1=CC(C)(C)Nc2ccc(OC(=O)C(C)N3C(=O)c4ccccc4C3=O)cc21 (stereo unspecified)	-2	2	-3	-4	15	-13[20 µM]	0.95	-1.1	i
O=C(N/N=C/c1ccccc1O)/C(=C/c1ccccc1)CCO	-6	-4	8	-9	11	-11	-0.48	0.9	-7

Going on with the list.
SMILES	Rad51 HR inh	Thrombin inh	FXIa inh	hK5 inh	FXIIa inh 1536	Furin inh	KCC2 mod	PERK inhibitor	m-calpain inh
Oc1ccc(C(=S)N2CCCCC2)cc1Cl	-32	-5	-6	-5	-3	-18[20 µM]	-0.12	1.1	8
CCCCOc1ccc(C(=O)Nc2cc(C)c(OCC(=O)N3CCOCC3)c(C)c2)cc1	-5	3	7	-6	15	-3[20 µM]	-0.38	-1.3	-48
Cc1cc(C)c(C#N)c(SCC(=O)Nc2ccc(S(=O)(=O)Nc3onc(C)c3C)cc2)n1	9	-2	-1	-7	11	-10	0.2	1.7	-72
Cc1ccc2c(c1)N(CC(=O)NCc1ccco1)C(=O)C(C(C)C)O2 (stereo unspecified)	15	2	3	1	11	-27	-1.5	1.6	3
COc1ccccc1C(=O)Nc1ccc(-c2nnn(CC(=O)N3CCOCC3)n2)cc1	16	-1	-4	-8	5	-23	-0.2	0.6	6
CCOC(=O)C1(CCCc2ccccc2)CCN(C(=O)c2ccoc2)CC1	nt	4	1	-20	13	-14	nt	0.1	22
C=CCc1c(C)nc(SC)nc1Nc1ccc(C(C)=O)cc1	-3	-4	-3	-10	10	-20	-1.3	-0.4	1
CCC12CN3CCN(CC(C3)/C1=N\NC(=O)c1ccc(F)cc1)C2	3	-9	-2	2	6	-2	0.63	1.8	-12
CNC(=O)NC(=O)C(C)OC(=O)CCCc1nc2ccccc2s1 (stereo unspecified)	-14	-4	7	2	10	-9	-0.055	0.4	23
O=C1O/C(=C/C(=O)N2CCOCC2)c2ccccc21	-1	-6	0	-8	5	-9[20 µM]	-0.066	0.9	-13
Cc1c(C)n(C(=O)CN2CCC(C(N)=O)CC2)c2ccccc12	-1	-7	-4	-26	9	4[20 µM]	-0.2	0.8	-19
CCc1nnc(N2C(=O)c3ccc(Oc4ccc([N+](=O)[O-])cc4)cc3C2=O)s1	4	-6	1	1	5	-22	-2.8	1.0	-32
COc1cccc2c(=O)c(C(=O)O)c[nH]c12	5	1	6	-28	2	-37[20 µM]	0.064	0.3	-76
O=C(NCc1ccco1)C1CCCN(S(=O)(=O)c2ccc(-n3cnnn3)cc2)C1 (stereo unspecified)	14	-5	-9	-1	-8	-22	0.49	0.3	-33
CSCCC(NC(=O)c1cc([N+](=O)[O-])ccc1Cl)C(=O)O (stereo unspecified)	0	-6	5	1	12	-17	0.92	1.3	20
O=c1c(O)c(-c2cccs2)oc2ccc(Cl)cc12	-3	5	21	-4	33	-22[20 µM]	0.24	0.6	-204
CCOC(=O)CSc1nc2ccccc2c(=O)n1Cc1ccco1	2	-1	4	0	7	-15	-0.44	-0.9	-3
CN(CC(=O)NCc1ccc(Cl)cc1)S(=O)(=O)c1cccc2nsnc12	-11	6	7	-11	23	-16	nt	-0.2	2
COc1ccc(NS(=O)(=O)c2ccc(S(=O)(=O)N3CCCC3)cc2)cc1	-9	2	3	-10	11	-17[20 µM]	0.45	-0.4	4
Cc1noc(C)c1-c1nc(CS(=O)(=O)c2ccccc2)no1	7	2	4	0	11	-18	nt	-0.3	6
Clc1ccccc1COc1ccccc1-c1nnco1	1	2	3	-32	15	-15	-0.24	0.0	14
CCCn1c(=O)c2ccccc2n2c(SCC(=O)N3CCc4ccccc4C3)nnc12	-9	-1	15	-5	1	-6	-4.1*	-0.2	3
COc1cccc(NC(=O)CCC(=O)Nc2cccc(OC)c2)c1	-9	-9	-3	-15	5	-4	-0.66	0.1	2
COC(=O)c1c(C(=O)OC)c(-c2ccc(C)cc2)n2c1CS(=O)(=O)C2	-5	-3	3	0	12	-17[20 µM]	nt	-0.8	-18
CCOCCCNC(=O)c1cc(=O)n(Cc2cccc(C)c2)c2ccccc12	0	0	-1	-7	-7	-10	0.33	-0.1	-24
CCc1c(C(=O)Nc2ccc(OC)c(Cl)c2)[nH]c(C)c1C(C)=O	-1	4	-12	11	16	-21	nt	-1.3	-9
O=C(COC(=O)C1CC1)Nc1ccc(OC(F)F)cc1	-3	10	12	18	22	0[20 µM]	-0.24	0.8	6
COc1cc(OC)cc(-c2nc3nc(C)c(CCC(=O)O)c(C)n3n2)c1	-2	-9	-5	11	2	-17[20 µM]	0.18	1.9	-4
CC(=O)NC1=NC(=O)/C(=C/c2cn(C(C)=O)nc2-c2ccccc2)S1	-38	16	-2	-5	4	-10	0.52	-0.4	-40
O=c1c2ccccc2nc2n1CCCCN2	-11	3	1	-22	9	-14[20 µM]	nt	-0.1	-319
CCOC(=O)N1CCC(NC(=O)C(NS(=O)(=O)c2ccc3c(c2)CCN3C(C)=O)C(C)C)CC1 (stereo unspecified)	nt	2	8	16	nt	-12	0.054	-0.5	-6
O=C(CCCn1c(=S)[nH]c2ccccc2c1=O)NC1CCCCC1	-1	-12	-12	-14	-10	-17[20 µM]	0.87	-0.5	-10
N=C1/C(=C\c2ccc(-c3cccc(C(=O)O)c3)o2)C(=O)N=C2SC=C(c3ccccc3)N12	-3	-1	2	1	9	-3	-1.6	0.1	-29
COc1cc(CC(=O)OCC(=O)Nc2ccc(N3CCOCC3)cc2)cc(OC)c1OC	-97	-1	2	4	8	-18	nt	0.3	-14
O=S(=O)(c1cccc(-c2cn3cccnc3n2)c1)N1CCCCCC1	-3	3	6	1	-13	-65	0.57	-1.2	i
CC(=O)Nc1ccc(S(=O)(=O)N(C2=NCC(C)S2)c2ccccc2)cc1 (stereo unspecified)	-8	1	-1	1	-1	-14[20 µM]	0.077	-0.9	-2
O=C(COC(=O)CNC(=O)C1CCCCC1)Nc1ccc2c(c1)OCCO2	4	-1	-2	-14	9	-28	0.26	-0.3	-30
CCCC1(c2ccccc2)NC(=O)N(CC(=O)c2[nH]c(C)c(C(=O)OCC)c2C)C1=O (stereo unspecified)	-2	-1	1	0	13	-20	0.19	-1.1	-27
Cc1ccc(S(=O)(=O)Nc2cc(NC(=O)CN3CCOCC3)ccc2Cl)cc1	0	-8	-2	-4	3	-29	0.052	-0.1	14
COC(=O)c1cc(NC(=O)c2cc(-c3ccc(C(F)(F)F)cc3)oc2C(F)(F)F)ccc1N1CCOCC1	-3	-2	-1	0	11	-52	-0.54	0.4	-62
O=C(Nc1cc(Cl)cc(Cl)c1)c1coc(=O)c(Br)c1	-10	-2	6	5	2	-5	-1.6	0.6	17
Cn1nc(C(F)(F)F)c(C#N)c1N1CCN(c2ccccn2)CC1	7	-4	-2	-6	2	-23	-1.6	0.1	-13
COc1ccc(-n2nnnc2SCC(=O)NC(=O)Nc2ccc3c(c2)OCCO3)cc1	-2	-2	-2	13	3	-10[20 µM]	0.61	-0.2	-25
O=C(CSc1nc(-c2ccccc2)cc(=O)[nH]1)N1CCOCC1	-13	5	3	24	12	-12[20 µM]	nt	0.3	15
O=C(OCc1cccs1)c1ccccc1NS(=O)(=O)c1ccc2c(c1)OCCO2	3	2	5	-17	12	8[20 µM]	0.9	-0.5	2
CCOC(=O)c1c(NC(=O)COC(=O)c2c(C)noc2C)sc2c1CCC2	2	1	20	0	28	-13[20 µM]	1.5	0.9	-14
O=C(COC(=O)c1cccs1)Nc1cccc(S(=O)(=O)NC2=NCCCCC2)c1	-2	0	-1	-1	8	-13	0.04	1.2	-19
Cc1ccc(C(=O)OCC(=O)Nc2sc3c(c2C#N)CCC3)cc1	2	-9	1	-16	8	-13	0.4	0.7	6
Cc1ccccc1-c1cc(C(=O)Nc2nc3c(s2)CCCC3)c2ccccc2n1	-1	9	21	-15	26	-22[20 µM]	nt	-0.1	-34

Screening results (PubChem)
